NSD2 HMT inh – inhibitors of human histone methyltransferase NSD2; O96028; AID 743445; NSD2 peptide methylation, AlphaScreen, 120 min; 0.54% of 310,000 active; inhibition, % at 12.5 µM; in the data active = inhibition above about 50%
Target sequence (O96028 whole entry, looked up): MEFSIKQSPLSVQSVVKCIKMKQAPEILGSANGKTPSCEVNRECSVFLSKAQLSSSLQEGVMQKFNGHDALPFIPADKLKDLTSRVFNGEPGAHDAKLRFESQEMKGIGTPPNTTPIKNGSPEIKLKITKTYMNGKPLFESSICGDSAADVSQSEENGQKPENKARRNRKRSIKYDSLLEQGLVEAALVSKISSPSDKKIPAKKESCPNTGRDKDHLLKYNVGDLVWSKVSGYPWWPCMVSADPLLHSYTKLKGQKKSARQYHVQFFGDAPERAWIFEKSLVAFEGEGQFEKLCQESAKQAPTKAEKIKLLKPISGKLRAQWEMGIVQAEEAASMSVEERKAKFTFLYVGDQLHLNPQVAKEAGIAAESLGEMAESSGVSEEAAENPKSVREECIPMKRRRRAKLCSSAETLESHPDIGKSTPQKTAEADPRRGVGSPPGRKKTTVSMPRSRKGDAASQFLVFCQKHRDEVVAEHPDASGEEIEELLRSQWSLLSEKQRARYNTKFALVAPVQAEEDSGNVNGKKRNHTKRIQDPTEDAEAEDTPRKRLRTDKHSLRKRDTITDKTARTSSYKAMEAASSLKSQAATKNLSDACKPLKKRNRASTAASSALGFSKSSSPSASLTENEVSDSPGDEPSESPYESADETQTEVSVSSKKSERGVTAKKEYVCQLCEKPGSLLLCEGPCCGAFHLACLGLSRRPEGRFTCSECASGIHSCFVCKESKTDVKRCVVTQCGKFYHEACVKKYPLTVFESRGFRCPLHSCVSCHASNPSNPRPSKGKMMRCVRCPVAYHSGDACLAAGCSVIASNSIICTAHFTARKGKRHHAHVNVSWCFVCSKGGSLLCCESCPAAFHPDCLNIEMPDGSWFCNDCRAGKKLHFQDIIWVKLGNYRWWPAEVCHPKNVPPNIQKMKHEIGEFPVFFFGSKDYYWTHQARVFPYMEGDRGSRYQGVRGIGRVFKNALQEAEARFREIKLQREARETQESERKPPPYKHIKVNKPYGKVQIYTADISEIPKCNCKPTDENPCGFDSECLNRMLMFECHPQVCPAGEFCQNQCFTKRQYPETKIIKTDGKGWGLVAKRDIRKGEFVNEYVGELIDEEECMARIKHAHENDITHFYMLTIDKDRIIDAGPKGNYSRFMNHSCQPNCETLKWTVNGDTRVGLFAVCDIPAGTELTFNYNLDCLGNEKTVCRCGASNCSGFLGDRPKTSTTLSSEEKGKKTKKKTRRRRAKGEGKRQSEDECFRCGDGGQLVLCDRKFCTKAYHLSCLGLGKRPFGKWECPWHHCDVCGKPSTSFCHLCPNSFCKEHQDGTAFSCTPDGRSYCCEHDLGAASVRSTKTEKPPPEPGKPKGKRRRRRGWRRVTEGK
* marks the source's active call; other numbers are inactive results. These rows are one share of the data; rates above refer to the full screens.

SMILES	NSD2 HMT inh
O=S1(=O)CCN(CCCCc2ccccc2)CC1	-1
CCCC(=O)N1CCC1(C)C(=O)NS(=O)(=O)c1cccc(Cl)c1 (stereo unspecified)	-3
CCOC(=O)c1cccc(NC(=O)CN(C)S(=O)(=O)c2ccc(Br)s2)c1	0
Cn1cc([N+](=O)[O-])c(C(=O)Nc2cc(Oc3cccnc3)cc([N+](=O)[O-])c2)n1	1
COc1ccc(S(=O)(=O)NC(=O)C2(C)CCN2C(=O)Cc2ccccc2)cc1OC (stereo unspecified)	-2
c1ccc(CCn2nnc(-c3ccc(N4CCOCC4)cc3)n2)cc1	2
COc1ccc(/C(N)=N/OC(=O)c2ccc3ccccc3c2)cc1OC	-2
CCCCC(=O)N(C)c1c(C)nc2ccc(C(=O)Nc3cccc(NS(C)(=O)=O)c3)cn12	0
CCOC(=O)C(=O)N(C)c1c(CC)nc2c(OCCC3CCCCC3)cccn12	2
O=C(Nc1nnc([C@H]2C[C@H](O)[C@@H](CO)O2)s1)Nc1ccccc1Oc1ccccc1	0
O=[N+]([O-])c1ccc(/C=N\N2CCN(Cc3ccccc3Cl)CC2)cc1	-21
COc1ccc(C2=CSC3=NCCN23)cc1Br	5
COc1ccc(-c2cc(CNc3nc4cc(-c5ccccc5C)sc4c(=O)n3C)on2)cc1	-1
Cc1ccccc1NC(=O)Cc1nc(COC(=O)/C=C/c2ccc(F)cc2)cs1	-3
OCc1ccccc1-c1cnc2cccnn12	0
Cc1cc(NC(=O)c2n[nH]c(=O)c3ccccc23)ccc1Br	0
CC(O)(c1cccc(F)c1)c1nc(-c2cccc(C(F)(F)F)c2)cs1 (stereo unspecified)	1
Cc1ccccc1NC(=O)Nc1nc(CN(C)C)cs1	1
COc1ccc(/C=N\NC(=O)Cc2cccs2)c(OC)c1OC	-1
CCCCCCCC1CC(=O)C=C(C)C1C(=O)OCC (stereo unspecified)	1
COCc1cccc(-c2csc(C(C)(O)c3ccc(OC)cc3)n2)c1 (stereo unspecified)	-3
COc1cccc(CNC(=O)COC(=O)c2ccc(-c3ccc(O)cc3)cc2)c1	-1
COC(=O)c1c(N2C(=O)[C@H]3[C@@H](C2=O)[C@]2(C(=O)Nc4ccc(C)cc42)N2CCC[C@@H]32)sc(C)c1C	-1
Cc1ccc(-n2c(SCC(=O)Nc3ccc(S(=O)(=O)Nc4cc(C)nc(C)n4)cc3)nnc2-c2ccncc2)cc1	-1
CC(=O)Oc1c(Cl)cc(N(C(C)=O)S(=O)(=O)c2ccccc2)c2ccccc12	-1
CN1CCCN(C(=O)CN2C(=O)CC(C)(C)S(=O)(=O)c3ccccc32)CC1	0
CCc1nc2c(OCC(=O)c3ccc(F)cc3)cccn2c1N(C)C(=O)c1ccc(OC)cc1	1
CCc1ccc(-c2cc(C(=O)NCCCn3ccnc3)c3ccccc3n2)s1	-7
Cc1ccccc1OCCC(=O)Nc1ccc(S(=O)(=O)N2CCCC2)cc1	0
COc1ccc(OC)c(S(=O)(=O)N2CCC(C(=O)NCC3COCCO3)CC2)c1 (stereo unspecified)	0
CCNC(=O)C1CCCN(C(=O)c2ccc3c(c2)CCO3)CC1 (stereo unspecified)	1
Cc1ccsc1C(=O)N1CCC1(C)C(=O)Nc1ccc2c(c1)OCCO2 (stereo unspecified)	0
CC(=O)N1CCN(C(=O)CSc2nc3cccnc3n2C)CC1	0
Clc1nnc(NC2CCCCC2)c(Cl)c1Cl	-1
O=C(Nc1ccc(F)c(Cl)c1)c1cc(C2CCCCN2C(=O)c2ccc3c(c2)CCO3)on1 (stereo unspecified)	3
CCn1nccc1NC(=O)c1csc([C@H]2C[C@H](O)[C@@H](CO)O2)n1	-2
COc1ccc(NC(=O)C(CCCCNC(=O)OC(C)(C)C)NC2(C(=O)NCCc3c[nH]c4ccccc34)CCCCC2)cc1 (stereo unspecified)	-2
O=C(NCC1CC1)c1csc(COCCO)n1	-1
CCn1c(COc2ccc(C)cc2)nnc1SCC(=O)Nc1ccccc1-c1ccccc1	1
CC(=O)NC(c1ccc(F)c(F)c1)c1nc(-c2cnn(C)c2)cs1 (stereo unspecified)	1
Cc1cnc(C)c(Nc2nc(C(N)c3ccccc3)cs2)n1 (stereo unspecified)	4
Cc1ccc(C(=O)NCC(=O)N2CCN(c3ccccc3O)CC2)s1	-4
O=[N+]([O-])c1ccc(C=NN2CCOCC2)s1	4
Cc1ccc(Cl)cc1-c1cc(C(=O)NCc2cccc(Cl)c2)[nH]n1	-1
Cc1ccccc1NC(=O)COC(=O)COc1ccc2ccc(=O)oc2c1	-3
C(CCN1CCOCC1)CN1CCOCC1	1
Cc1ccc(OCc2nnc(SCC(=O)Nc3ccc(S(=O)(=O)Nc4cc(C)nc(C)n4)cc3)n2Cc2ccco2)cc1	-1
O=C(Nc1cccc(S(=O)(=O)N2CCCC2)c1)[C@@H]1O[C@H](CO)[C@@H](O)[C@H]1O	-2
COc1ccccc1N=NNc1ccc(S(=O)(=O)NC(C)=O)cc1	18
Cc1cc(C)n2nc(C(=O)OCC(=O)NC3CCS(=O)(=O)C3)nc2n1 (stereo unspecified)	-3

Further entries follow:
SMILES	NSD2 HMT inh
CCc1cc2cc3c(cc2nc1SCC(=O)Nc1cc(OC)c(OC)cc1C(=O)O)OCO3	1
CC(=O)c1cc2c(cc1NC(=O)CCC1CCCC1)OCO2	-5
CC1(C(=O)Nc2ccc3c(c2)OCCO3)CCN1C(=O)C1(c2ccc(Cl)cc2)CCC1 (stereo unspecified)	-3
CN1CCCC(C(=O)Nc2cccc(Cl)c2)CC1 (stereo unspecified)	1
CCOc1cccc(-c2ccc3nncn3c2)c1	17
COc1ccc(C2C(C(=O)Nc3cc(Cl)ccc3F)CCC(=O)N2c2ccc(OC)cc2)cc1 (stereo unspecified)	1
Cc1cc2c(nc1C)CCCN2S(=O)(=O)c1ccccc1	-2
Cc1cc(=O)[nH]c(N/N=C/c2cccc([N+](=O)[O-])c2)n1	4
Cc1ccc2ccccc2c1C(O)c1ncc(-c2ccc(F)cc2)[nH]1 (stereo unspecified)	1
CC(=O)Nc1ccc(S(=O)(=O)NCCC(=O)NCc2ccco2)cc1	1
O=C(Cc1ccc(Cl)cc1)NCCc1ccc(F)cc1	-2
O=C(NCc1ccco1)Nc1c(Cl)cc(Cl)cc1Cl	0
Cc1nn(CC(C)C)c(Cl)c1C(=O)N(C)CC(=O)Nc1ccc(Cl)cc1	-2
COCn1ccnc1C(=O)c1ccco1	-2
O=[N+]([O-])c1cccc(CON=Cc2ccccc2O)c1	1
CCCNC(=O)C1(C)CCCN(C(=O)c2cc(C)n(C(C)(C)C)n2)C1 (stereo unspecified)	-2
CC(C)C(=O)N1CCC1(C)C(=O)Nc1ccc2cn[nH]c2c1 (stereo unspecified)	-1
c1ccc(N2CCN(c3cccc(-c4cc5ccccc5s4)n3)CC2)nc1	-10
CC(C)(C)OC(=O)NCCc1n[nH]c(=S)o1	0
Oc1ccc(CCc2ccccn2)cc1	-1

Three structures from above, ordered by molar mass, rising:
SMILES	NSD2 HMT inh
Oc1ccc(CCc2ccccn2)cc1	-1
COCn1ccnc1C(=O)c1ccco1	-2
CC(C)C(=O)N1CCC1(C)C(=O)Nc1ccc2cn[nH]c2c1 (stereo unspecified)	-1

(list continues)
SMILES	NSD2 HMT inh
CC(C)N1CCCC(C)(C(=O)Nc2nc3ccccc3n2C)C1 (stereo unspecified)	0
O=C(NCc1cccnc1)c1cc(C2CCCCN2C(=O)CCc2ccccc2)on1 (stereo unspecified)	-1
CCc1nn(CCCC(=O)NC2CCCCC2C)c(=O)c2cc3occc3n12 (stereo unspecified)	-1
CC(CCc1ccccc1)NC(=O)/C=C/c1ccc(F)cc1 (stereo unspecified)	-11
CCCCC(=O)N(C)c1c(C)nc2ccc(C(=O)NCCN(C)C)cn12	1
CN(C)c1ccc(CC(=O)N2CCCC(c3cc(C(=O)Nc4ccccc4)no3)C2)cc1 (stereo unspecified)	6
O=C(OCc1ccccc1)C1CCN(S(=O)(=O)c2cccs2)CC1	-3
COc1ccc(-c2csc(/C(C#N)=C\c3cccc([N+](=O)[O-])c3)n2)cc1	-1
O=C(Nc1ccc(-c2cnco2)cc1)c1ccc(Cl)cc1	-2
CC(C)(C(=O)N1CCC1(C)C(=O)NS(=O)(=O)c1ccc(Cl)s1)c1ccccc1 (stereo unspecified)	0
CC1(C)C[C@@H](O)CC2(C1)C[C@]1(C)CC(O)[C@H]2C(C)(C)C1 (stereo partly specified)	0
CC#CCOCC1CNC(=O)O1 (stereo unspecified)	0
COc1cc(CN2C[C@@H](CO)O[C@@H](n3cnc4c(NCc5ccc(F)cc5)ncnc43)C2)cc(OC)c1OC	0
CCC(C(=O)Nc1c(C)cccc1C)n1c(-c2cc(C)cs2)nc2ccccc21 (stereo unspecified)	-2
Brc1ccc(-c2nn3c(-c4ccccc4)nnc3s2)cc1	0
CCNC(=O)C1(C)CCN(C(=O)c2ccccc2OC)C1 (stereo unspecified)	-2
NC(Cc1ccc(C(F)(F)F)cc1)c1csc(Nc2cc(NCc3ccco3)ncn2)n1 (stereo unspecified)	0
O=C(Nc1ccccc1F)c1ccc2sc([C@@H]3O[C@H](CO)[C@H](O)[C@H](O)[C@H]3O)nc2c1	-1
O=C(c1ccccc1)C12COc3ccccc3C1ON=C2c1ccccc1 (stereo unspecified)	-3
CC(C)(C)c1ccc(-c2nnc3n2N=C(c2ccc(Cl)cc2)CS3)cc1	-4
CCOc1ccc(Cl)cc1-c1cc(C(=O)Nc2ccc(Br)cc2)[nH]n1	-2
CC1CN(C(=O)CSc2nc(N)c(NC(=O)c3ccc(C(F)(F)F)cc3)c(=O)[nH]2)CC(C)O1 (stereo unspecified)	-2
O=C(c1ccc(F)cc1Cl)N(Cc1ccccn1)CC1CCCO1 (stereo unspecified)	0
COc1cc(CN2C[C@@H](CO)O[C@@H](n3cnc4c(NCc5ccncc5)ncnc43)C2)cc(OC)c1OC	2
COc1cccc(C(=O)Nc2cc(C)on2)c1	-2
O=C(NC(c1ccc(F)cc1)c1ccc2ccccc2n1)C1CCN(Cc2ccc(Oc3ccccc3)cc2)CC1 (stereo unspecified)	0
CCOC(=O)c1c(C)nn(-c2ncccc2NC(=O)CCC(=O)O)c1C	-1
CCOC(=O)CCCNC(=O)CCNC(=O)c1ccc(OCCC(C)C)cc1	0
COC(=O)[C@@H](N[C@H](/C=C/c1ccccc1)[C@@H](O)Cc1ccccc1)c1ccccc1	0
Brc1ccc2oc(-c3ccn[nH]3)cc2c1	-3
Cc1ccc(F)c(S(=O)(=O)NC(=O)C2(C)CCN2C(=O)c2ccc(C3CCCCC3)cc2)c1 (stereo unspecified)	0
COc1ccccc1N1CCN(S(=O)(=O)CCNC(=O)CCc2ccccc2)CC1	-2
Cc1ccc(F)c(S(=O)(=O)NC(=O)C2(C)CCN2C(=O)c2ccc(C(F)(F)F)nc2C)c1 (stereo unspecified)	-3
COc1ccc(NC(=O)c2cc(-c3sc(NC(=O)c4ccccc4)nc3C)n(-c3ccc(Br)cc3)n2)cc1	-2
CC(=O)NC(=Cc1ccccc1)C(=O)N1CCCC1C(=O)O (stereo unspecified)	-6
O=C(O)c1ccc(C=Nn2c(-c3ccc(F)cc3)n[nH]c2=S)cc1	-4
CNc1nc(N)c([N+](=O)[O-])c(Nc2cccc(Cl)c2)n1	-3
Cc1ccccc1S(=O)Cc1ccc(C(=O)N2CCN(C3CCCCC3)CC2)o1 (stereo unspecified)	3
Cc1cc(F)ccc1-c1cc(C(=O)N2CCN(c3ccncc3)CC2)[nH]n1	24
Cc1ccc(OCC(=O)Nc2cccc(S(=O)(=O)N3CCCC3)c2)cc1C	-1
O=C(OCC#CCSc1nnc(-c2ccccc2)o1)c1ccc(F)cc1	-3
CC(C)Oc1ccc(CCC(=O)N/N=C/c2ccncc2)cc1	-1
Cc1nc(NC(=O)CSc2nnc3ncccn23)sc1C	1
COc1ccccc1-c1cc(NC(C)=O)c2ncc(-c3ccccc3)n2c1	5
Cc1ccc(S(=O)(=O)N2CCC(=O)N([C@H](COCc3ccc(Cl)cc3)C(C)C)CC2)cc1	-2
COC(=O)CC#C[C@H](C)[C@@H](NS(C)(=O)=O)C(C)(C)COCc1ccccc1	-2
Cc1nn(-c2ccccc2)c2sc(C(=O)N3CCN(Cc4ccc(F)cc4)CC3)cc12	-2
C=CCNc1ncnc2c1ncn2[C@H]1CN(Cc2ccco2)C[C@@H](CO)O1	-2
CCC(CC)c1nn2c(N)c(/C=C3\C(C)=Nc4ccccc43)c(=O)nc2s1	11
CN(C)S(=O)(=O)N1CCC(Oc2ccc(C(=O)N3CCCCCC3)cc2)CC1	-8

Entries shown so far that contain a thiophene ring, fused or not:
SMILES	NSD2 HMT inh
CCOC(=O)c1cccc(NC(=O)CN(C)S(=O)(=O)c2ccc(Br)s2)c1	0
COc1ccc(-c2cc(CNc3nc4cc(-c5ccccc5C)sc4c(=O)n3C)on2)cc1	-1
COc1ccc(/C=N\NC(=O)Cc2cccs2)c(OC)c1OC	-1
COC(=O)c1c(N2C(=O)[C@H]3[C@@H](C2=O)[C@]2(C(=O)Nc4ccc(C)cc42)N2CCC[C@@H]32)sc(C)c1C	-1
CCc1ccc(-c2cc(C(=O)NCCCn3ccnc3)c3ccccc3n2)s1	-7
Cc1ccsc1C(=O)N1CCC1(C)C(=O)Nc1ccc2c(c1)OCCO2 (stereo unspecified)	0
Cc1ccc(C(=O)NCC(=O)N2CCN(c3ccccc3O)CC2)s1	-4
O=[N+]([O-])c1ccc(C=NN2CCOCC2)s1	4
c1ccc(N2CCN(c3cccc(-c4cc5ccccc5s4)n3)CC2)nc1	-10
O=C(OCc1ccccc1)C1CCN(S(=O)(=O)c2cccs2)CC1	-3
CC(C)(C(=O)N1CCC1(C)C(=O)NS(=O)(=O)c1ccc(Cl)s1)c1ccccc1 (stereo unspecified)	0
CCC(C(=O)Nc1c(C)cccc1C)n1c(-c2cc(C)cs2)nc2ccccc21 (stereo unspecified)	-2
Cc1nn(-c2ccccc2)c2sc(C(=O)N3CCN(Cc4ccc(F)cc4)CC3)cc12	-2
